TNF death inh: TNF-alpha cell death inhibition in Jurkat FADD-/- cells; Jurkat FADD-/- TNF necroptosis rescue, ATP luminescence, 24 h; 0 = TNF only, 100 = no-TNF cells; activation (protection from cell death), % at 10 µM; hit rate 0.068% among 220,000;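 active means activation, meaning protection from cell death, of at least 50% relative to plate controls; inactive means activation below 50%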;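 further: necroptosis triggered by 40 ng/mL TNF-alpha added together with compound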
PERK inh: blocks human PERK kinase. Q9NZJ5. inhibition, % at 5.6 µM. CHO PERK-DD fusion, SEAP luminescence translation reporter. AID 1416. hit rate 0.17% among 220,000;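 active means inhibition above the mean inhibition of all tested compounds plus 3 SD, set separately per screening campaign, cut at about 2.9% in these data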;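 further: PERK kinase domain activated by AP20187 dimerizer at 100 nM; 0% = DMSO with dimerizer and 100% = rapamycin at 8.4 µM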
RBBP9 inh: inhibitors of human serine hydrolase RBBP9; O75884; recombinant RBBP9, FP-Rh probe fluorescence polarization; inhibition, % at 7.94 µM; hit rate 0.2% among 220,000; AID 1515;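 active means inhibition above the campaign mean of all tested compounds plus 3 SD, cut at about 14% in these data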;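 further: plate controls were DMSO wells with RBBP9 for no effect and wells lacking RBBP9 protein for full effect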
Target sequence (O75884 whole entry, looked up): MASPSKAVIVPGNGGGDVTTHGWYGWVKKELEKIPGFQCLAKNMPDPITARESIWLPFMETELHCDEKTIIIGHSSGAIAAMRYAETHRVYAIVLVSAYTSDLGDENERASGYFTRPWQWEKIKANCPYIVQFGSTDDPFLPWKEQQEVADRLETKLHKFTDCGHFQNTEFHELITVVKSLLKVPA
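Test system: recombinant human RBBP9. Quantity: 2.5 µM RBBP9 dispensing solution, before mixing. Detection: FP readout at 525/598 nm. Reagent: Serine-hydrolase probe FP-Rh, 375 nM pre-mixing. Measure: % inhibition. Control set: DMSO-treated enzyme wells and wells lacking RBBP9. Buffer or medium: Tris-NaCl-Pluronic buffer, pH 8.0. Times: preincubation 30 min plus labeling 45 min at 25 °C.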
L929 necroptosis: L929 zVAD cell death inhibition; L929 zVAD necroptosis rescue, ATP luminescence, 24 h; with zVAD 60 µM; viability rescue, % at 10 µM; hit rate 0.38% among 220,000; AID 1377;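 active means activation, scaled between plate controls, above about 75%, limit read from the data; inactive means activation under that limit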;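 further: 0% = zVAD with DMSO and 100% = DMSO alone without zVAD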
Runt-SMMHC FRET: Runt domain-CBFb-SMMHC interaction inhibition | Cerulean-Runt/Venus-CBFb-SMMHC FRET ratio 530/480, 1 h | inhibition, % at 20 µM | AID 1434 | Q01196+Q13951 | hit rate 0.74% among 220,000;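 active means mean inhibition across duplicate retests at 20 µM reaching about 50%, limit read from the data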;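 further: 0% = DMSO wells and 100% = wells with excess untagged CBFb-SMMHC; inhibitors lower the FRET ratio by blocking Runt binding to CBFb-SMMHC; some results filed as inactive read as strong as hits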
Target sequence (Q01196 whole entry, looked up, the tested form may be a part): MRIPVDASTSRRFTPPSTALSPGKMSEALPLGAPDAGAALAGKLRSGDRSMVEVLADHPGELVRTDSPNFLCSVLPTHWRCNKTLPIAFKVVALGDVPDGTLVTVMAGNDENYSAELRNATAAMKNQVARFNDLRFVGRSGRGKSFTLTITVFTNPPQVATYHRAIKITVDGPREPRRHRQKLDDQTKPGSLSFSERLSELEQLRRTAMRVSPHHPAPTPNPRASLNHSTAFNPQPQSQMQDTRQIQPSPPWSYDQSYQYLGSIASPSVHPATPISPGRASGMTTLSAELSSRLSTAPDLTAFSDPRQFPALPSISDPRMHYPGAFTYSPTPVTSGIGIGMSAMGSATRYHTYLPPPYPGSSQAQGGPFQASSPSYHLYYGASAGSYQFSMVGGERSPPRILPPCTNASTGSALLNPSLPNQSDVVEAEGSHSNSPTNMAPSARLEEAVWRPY
Target sequence (Q13951 whole entry, looked up, the tested form may be a part): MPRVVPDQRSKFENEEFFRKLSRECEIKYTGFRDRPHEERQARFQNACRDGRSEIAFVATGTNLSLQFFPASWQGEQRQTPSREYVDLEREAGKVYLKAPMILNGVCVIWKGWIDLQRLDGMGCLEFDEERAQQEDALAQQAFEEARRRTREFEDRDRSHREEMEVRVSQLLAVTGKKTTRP
Runt-CBFb FRET: inhibitors of human RUNX1 Runt domain binding to CBFb | Q01196+Q13951 | Cerulean-Runt/Venus-CBFb FRET ratio 530/480, 1 h | inhibition, % at 20 µM | hit rate 0.46% among 220,000 | AID 1496;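 active means inhibition over about 50% at 20 µM in the single-dose screen, limit read from the data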;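 further: 0% = DMSO wells and 100% = excess unlabeled CBFb competitor control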
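Schedule: protein complex preformed 1 h, compound exposure 1 h, room temperature, dark; test system: Cerulean-labeled Runt domain protein; amount: 100 nM per protein; buffer or medium: Tris 50 mM pH 7.5, KCl, K2SO4, 0.01% BSA; read-out: loss of energy transfer signal; detection: FRET fluorescence; controls: 5 µM unlabeled CBFb as full-inhibition high control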
EP2 modulator: modulators of human EP2 prostaglandin E2 receptor; P43116; induction, % at 25 µM; hit rate 0.83% among 260,000; EP2-expressing cells, cAMP HTRF FRET, PGE2 co-stimulation;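 active means compounds whose cAMP rise, as percent of the full-agonist control response, exceeds 60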;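 further: rat C6 glioma line stably carrying human EP2 under a CMV promoter; the protocol text gives 20 µM as final concentration; 100% = response of wells given 1 µM PGE2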
PGE2 EP2 inh: inhibitors of human EP2 prostaglandin E2 receptor; C6 glioma cells expressing human EP2, cAMP TR-FRET; cells stimulated with saturating PGE2; inhibition, % at 25 µM; hit rate 0.52% among 260,000;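 active means percent inhibition above 40 after rounding to a whole number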;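 further: rat C6 glioma host cells with rolipram phosphodiesterase inhibitor present; the protocol text gives 20 µM as final concentration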
Hck-Nef inh: human Hck-Nef kinase inhibition; P08631; Recombinant Hck-YEEI plus Nef, Z-Lyte FRET kinase assay; inhibition, % at 20 µM; hit rate 0.68% among 220,000;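 active means Hck-Nef kinase inhibition above about 50%, limit read from the data; inactive means inhibition below that limit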;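 further: 0% = DMSO with Hck plus Nef and 100% = Hck alone without Nef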
Active calls of the source: *; x = not tested or not shown; & = joins results of further samples. These rows are one share of the data; the hit share may differ from the screen's.

entry	compound	TNF death inh	PERK inh	RBBP9 inh	L929 necroptosis	Runt-SMMHC FRET
1	COc1cc(NC2c3ccccc3C(=O)N2Cc2ccc3c(c2)OCO3)cc(OC)c1 (stereo unspecified)	1.0	-1.9	-4	-0.1	0
2	CCN(Cc1ccccc1)c1c(C(=O)O)cnc2c1cnn2C	0.8	0.3	-5	0.7	0
3	CCN(CC)c1ccc(NC(=O)COC(=O)CSc2ccc(Br)cc2C)cc1	1.8	0.2	2	x	14
4	N/C(=N\OC(=O)CCC1CCCC1)c1cccc([N+](=O)[O-])c1	-0.4	0.8	-6	-0.7	-1
5	O=C(COC(=O)c1ccccc1NS(=O)(=O)c1ccc(Cl)cc1)NCc1ccccc1	-0.7	-0.1	-4	-0.3	5
6	Cc1cccc2c1N(CCOc1ccccc1)C(=O)C2=O	-0.1	1.3	2	0.4	0
7	O=C(CCc1nnc(CCCCc2ccccc2)o1)NCCC1CCCCO1 (stereo unspecified)	1.0	1.2	6	1.0	0
8	CCc1ccc(OCC(=O)NC(NC(=S)Nc2ccccc2)C(Cl)(Cl)Cl)cc1 (stereo unspecified)	1.7	0.8	-8	-0.6	5
9	O=C(CCNS(=O)(=O)c1cccc2nonc12)NC1CCCCCC1	1.5	0.5	6	1.3	-3
10	CCC(=O)N1CCc2cc(S(=O)(=O)N3CCc4ccccc43)ccc21	-2.7	-0.8	0	-0.5	-9
11	CC(C(Sc1ccccc1N)c1ccccc1)[N+](=O)[O-] (stereo unspecified)	-20	-0.1	-7	23	24
12	COc1ccc(-n2c(COc3cccc4ccccc34)nnc2SCC(=O)NCc2ccco2)cc1	-0.7	-0.8	-16	1.2	-4

entry	Runt-CBFb FRET	EP2 modulator	PGE2 EP2 inh	Hck-Nef inh
1	1	6	2	10
2	0	37	5	2
3	1	12	5	-41
4	-2	9	8	-1
5	0	-4	13	0
6	-2	-4	0	6
7	-1	-4	4	-12
8	3	-19	8	3
9	-1	-8	1	29
10	2	-22	x	2
11	48	-21	15	-5
12	-13	66*	12	2

More entries:
entry	compound	TNF death inh	PERK inh	RBBP9 inh	L929 necroptosis	Runt-SMMHC FRET
13	N/C(Cc1ccc(Cl)cc1)=N\OC(=O)c1ccccc1	-0.4	0.6	0	0.3	2
14	COCCNC(=O)c1ccccc1NC(=O)Cc1ccccc1[N+](=O)[O-]	0.7	2.8	9	0.3	0
15	Cc1ccc(C(C[N+](=O)[O-])c2c(C)cc3ccccn23)cc1 (stereo unspecified)	-2.5	-0.4	-10	0.0	-2
16	CCC(=O)Nc1cccc(C(=O)c2ccc(C)c(C)c2)c1	-1.1	0.7	-6	3.4	1
17	O=C(COc1cccc(-n2cnnn2)c1)N1CCOCC1	0.4	0.3	-6	2.9	2
18	CCOC(=O)c1sc(NC(=O)CN(CC(C)C)CC(C)C)c(C(=O)OCC)c1C	-1.0	0.3	5	0.1	-1
19	Cc1ccc(-c2nc(C#N)c(N3CCCCC3)o2)cc1	-0.2	-0.5	3	0.0	-4
20	O=C(c1ccc2ccccc2c1)N1CCN(c2ccc(O)cc2)CC1	-14	0.9	-4	0.2	33
21	CCNc1ccc(S(=O)(=O)N(C)C)cc1NCC(=O)Nc1ccccc1Cl	0.7	-0.1	-1	3.1	1
22	Cc1cs/c(=N\N=C\c2cccc([N+](=O)[O-])c2)n1Cc1ccco1	0.3	0.6	-3	0.3	-2
23	O=C1CC(C(=O)NC2CCCCC2)C2(CCCCC2)O1 (stereo unspecified)	0.1	0.7	-3	1.1	2
24	CCC(=O)Nc1ccccc1C(=O)OCC(=O)c1ccccc1	-3.2	0.1	2	-0.1	1

entry	Runt-CBFb FRET	EP2 modulator	PGE2 EP2 inh	Hck-Nef inh
13	-1	-9	14	0
14	-1	-11	6	-11
15	2	27	9	7
16	0	1	23	1
17	-1	8&-9	6&7	0
18	-1	9	7	-1
19	-3	23	12	2
20	14	-54	7	0
21	1	-5	3	26
22	-4	-8	15	3
23	-1	-16	6	6
24	-2	9	7	0

Continued (2 carried over from the part before).
entry	compound	TNF death inh	PERK inh	RBBP9 inh	L929 necroptosis	Runt-SMMHC FRET
23	O=C1CC(C(=O)NC2CCCCC2)C2(CCCCC2)O1 (stereo unspecified)	0.1	0.7	-3	1.1	2
24	CCC(=O)Nc1ccccc1C(=O)OCC(=O)c1ccccc1	-3.2	0.1	2	-0.1	1
25	Cc1ccccc1NC1=C(Cl)C(=O)OC1OC(=O)c1ccco1 (stereo unspecified)	-6.7	0.4	4	-0.3	-3
26	COc1ccc2o/c(=N/NC(=S)Nc3ccccc3)c(C(N)=O)cc2c1	-0.6	0.9	-5	3.2	-64
27	Cc1ccc(C(=O)Nc2cccc(C(F)(F)F)c2)cc1Nc1ccccn1	2.9	x	x	79*	-3
28	CCCN(CCC)C(=O)C1CCCN1S(=O)(=O)c1cccc2nsnc12 (stereo unspecified)	0.0	-0.5	4	-0.5	-1
29	S=C(NCCc1ccccc1)N1CCN(C23CC4CC(CC(C4)C2)C3)CC1	0.0	0.6	2	0.9	1
30	Clc1ccc2nc3ccccn3c2c1	-3.2	0.4	-9	55	4
31	COc1cc(-n2ccnc2SC)c(Cl)cc1Cl	-6.9	-0.5	-6	-0.6	-2
32	CC1CN(S(=O)(=O)c2cccc(C(=O)Nc3ccc4c(c3)CCC4)c2)CC(C)O1 (stereo unspecified)	1.7	-1.6	-9	1.1	-2
33	CSc1ccccc1NC(=O)CN(c1cccc(C)c1)S(C)(=O)=O	1.0	-0.2	1	0.4	1
34	CCCCCCC1CCC(c2nc(-c3ccncc3)no2)CC1 (stereo unspecified)	0.3	0.5	-7	-0.1	1
35	Cc1cccc(NC(=O)NNC(=O)c2sccc2-n2cccc2)c1	1.1	0.5	-4	5.0	-3
36	Cc1cc(C)cc(-n2nnnc2SCC(=O)N2CCOCC2)c1	-1.5	0.4	-3	-0.3	-1

entry	Runt-CBFb FRET	EP2 modulator	PGE2 EP2 inh	Hck-Nef inh
23	-1	-16	6	6
24	-2	9	7	0
25	0	28	6	-1
26	-22	-20	8	6
27	1	-143	5	24
28	1	-3	4	4
29	2	-19	13	2
30	-2	-4	7	2
31	-1	9	10	0
32	-2	-60	5	-1
33	-2	3	4	-2
34	-4	44	4	0
35	1	5	5	23
36	0	4&23	12&4	4

Other entries:
entry	compound	TNF death inh	PERK inh	RBBP9 inh	L929 necroptosis	Runt-SMMHC FRET
37	CSc1n[nH]c(NCc2ccccc2)n1	3.2	0.2	-9	0.1	-3
38	Cc1cc(C)c(CN2CCCC(CNC(=O)c3ccc(F)cc3)C2)c(-n2cccn2)c1 (stereo unspecified)	1.7	-0.7	-7	-0.6	-2
39	Cc1ccc(NC(=S)N(CCN2CCCCC2)Cc2ccco2)cc1C	2.0	0.0	0	0.0	0
40	N#Cc1c(-c2ccc(F)cc2)noc1N	2.2	0.5	1	1.1	0
41	CCCCCC(=O)NC(NC(=S)NC1CCS(=O)(=O)C1)C(Cl)(Cl)Cl (stereo unspecified)	-2.2	0.8	0	0.1	1
42	O=C(NC1CCCCC1)c1ccccc1NC(=O)C1CC(=O)N(c2ccccc2)C1 (stereo unspecified)	1.2	0.8	0	0.1	6
43	Cc1ccc(-c2c[n+](CC(=O)c3ccc(Br)cc3)c3n2CCCCC3)cc1	0.4	0.6	6	-0.4	1
44	Cc1ccccc1-n1c(=O)cc(N2CCc3ccccc3C2)[nH]c1=O	1.5	0.1	-11	8.3	76*
45	O=C(NCC1CCCO1)C1CCC(CNS(=O)(=O)c2ccccc2)CC1 (stereo unspecified)	-1.1	1.3	8	0.5	2
46	CC(CN1CCCCC1)OC(=O)c1ccc2c(c1)OCO2 (stereo unspecified)	1.0	0.4	-3	-0.3	1
47	O=C(Nc1ccccc1)N1CCN(C2c3ccccc3-c3ccccc32)CC1	-0.5	-0.3	-10	1.6	-2
48	Cc1ccc(Oc2c(C)nc(-c3ccccc3)[nH]c2=O)cc1	0.4	1.1	-7	1.1	0

entry	Runt-CBFb FRET	EP2 modulator	PGE2 EP2 inh	Hck-Nef inh
37	1	24	12	-8
38	0	-10	6	-1
39	4	23	7	-11
40	2	-27	3	-16
41	4	16	9	-4
42	1	29	4	0
43	0	-33	19	26
44	37	8	5	-3
45	1	3	8	0
46	0	29	18	1
47	-1	-51	7	2
48	-1	-23	16	7

Complete entries from above. Screens in order: TNF death inh | PERK inh | RBBP9 inh | L929 necroptosis | Runt-SMMHC FRET | Runt-CBFb FRET | EP2 modulator | PGE2 EP2 inh | Hck-Nef inh
O=C(Nc1ccccc1)N1CCN(C2c3ccccc3-c3ccccc32)CC1 in the list: -0.5 | -0.3 | -10 | 1.6 | -2 | -1 | -51 | 7 | 2
N#Cc1c(-c2ccc(F)cc2)noc1N in the list: 2.2 | 0.5 | 1 | 1.1 | 0 | 2 | -27 | 3 | -16

Next compounds
entry	compound	TNF death inh	PERK inh	RBBP9 inh	L929 necroptosis	Runt-SMMHC FRET
49	CCOc1ccc(N2C(=O)CC(N3CCN(c4ccccc4F)CC3)C2=O)cc1 (stereo unspecified)	-0.2	0.9	-9	1.9	-1
50	COc1ccc(CNC(=O)CCC(=O)Nc2nnc(CC(C)C)s2)cc1	3.6	1.7	4	0.1	-3
51	Cc1ccc(NS(=O)(=O)c2ccc(OCC(=O)NCc3ccco3)cc2)cc1	-2.1	0.2	1	-0.5	0
52	Cn1nc(-c2ccc(N3CCCCC3)c(NC(=O)c3ccco3)c2)c2ccccc2c1=O	-12	0.5	-8	0.0	-120
53	CC(C)CC1C(C#N)=C(N)Oc2n[nH]c(-c3ccccc3)c21 (stereo unspecified)	-4.1	1.2	-2	0.5	8
54	O=C(COc1ccc(Cl)cc1[N+](=O)[O-])N/N=C/c1cccs1	0.4	-0.2	-4	1.1	0
55	Cc1ccc(=O)n(C(C(=O)NCc2ccco2)C(=O)c2ccc(F)cc2)c1 (stereo unspecified)	-2.8	-0.6	-13	-0.2	0
56	CC(C)(C)NC(=O)c1cccc(NC(=O)Cc2ccc(Br)cc2)c1	3.6	-0.6	1	1.5	3
57	COc1cccc(C2=NOC(C(=O)NCC3CCCO3)C2)c1 (stereo unspecified)	-0.1	0.5	4	-0.6	-2
58	CCOC(=O)c1nc(Nc2ccc(Nc3ccccc3)cc2)c2ccccc2n1	-4.4	-0.7	2	16	-3
59	CCN(CC)S(=O)(=O)c1cccc(-c2nnc(SCC(=O)NC3CCCCCCC3)n2N)c1	-0.2	-1.1	5	-0.1	0

entry	Runt-CBFb FRET	EP2 modulator	PGE2 EP2 inh	Hck-Nef inh
49	-2	32	x	-1
50	0	0	9	-2
51	1	-14	10	6
52	-1	44	5	0
53	0	-7	6	7
54	1	-40	8	23
55	-1	21	7	0
56	-1	7	5	0
57	0	20	7	2
58	x	-13	12	94*
59	-3	2	-1	1

Screens: PubChem, several laboratories
